CatG inh: cathepsin G (human) inhibition. P08311. purified enzyme, AMC-tetrapeptide fluorescence, pooled mixtures. inhibition, % at 5 µM (by protocol). actives 0.2% (n = 62,000);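 active = inhibition above 20% in each of the two mixture wells holding the compound; inactive = inhibition of 20% or less in either well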;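 also: 0% = enzyme control without mixture and 100% = blank lacking enzyme; strong numbers were not always called active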
Target sequence (P08311 21-244 limits assumed): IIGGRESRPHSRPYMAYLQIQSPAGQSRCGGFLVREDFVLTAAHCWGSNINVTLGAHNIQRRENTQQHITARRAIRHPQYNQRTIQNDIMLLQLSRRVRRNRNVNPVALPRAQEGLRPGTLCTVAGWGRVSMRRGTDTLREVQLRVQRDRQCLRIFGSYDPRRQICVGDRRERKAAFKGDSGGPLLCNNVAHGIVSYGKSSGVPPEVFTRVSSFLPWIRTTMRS
ROCK2 inh: inhibitors of human Rho kinase 2; O75116; purified ROCK2, Kinase-Glo ATP depletion luminescence; inhibition, % at 6 µM; actives 0.35% (n = 60,000); AID 604;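 active = inhibition above the screen-wide mean inhibition plus 3 SD, cut at about 18% in these data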;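 also: plate controls were DMSO wells for no effect and Y-27632 control wells after no-enzyme background subtraction for full effect; many of its hits are not listed in these tables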
PKA inh: inhibitors of human protein kinase A. actives 0.1% (n = 65,000). PKA Kemptide phosphorylation, Kinase-Glo ATP luminescence. inhibition, % at 6 µM. P17612;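 active = inhibition above the screen-wide mean inhibition plus 3 SD, cut at about 21% in these data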; also: many of its hits are not listed in these tables
JNK3 blocker: inhibitors of human JNK3 kinase | P53779 | purified JNK3 kinase activity, HTS | inhibition, % at 8 µM | actives 0.61% (n = 60,000) | AID 746; in the data active = inhibition above about 17%;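 also: 0% = DMSO and 100% = reference inhibitor; many of its hits are not listed in these tables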
C1s block: human complement C1s inhibition. purified C1s, fluorogenic AMC substrate, pooled mixtures. mean inhibition % of two 10-compound mixtures (hits give high values), % at 5 µM (by protocol). actives 0.16% (n = 62,000);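 active = inhibition above 20% in each of the two 10-compound mixture wells holding the compound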;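 also: 0% = enzyme wells lacking compound mixture and 100% = no-enzyme blank wells; some compounds called inactive have numbers as strong as hits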
Target sequence (P09871 16-437 limits assumed): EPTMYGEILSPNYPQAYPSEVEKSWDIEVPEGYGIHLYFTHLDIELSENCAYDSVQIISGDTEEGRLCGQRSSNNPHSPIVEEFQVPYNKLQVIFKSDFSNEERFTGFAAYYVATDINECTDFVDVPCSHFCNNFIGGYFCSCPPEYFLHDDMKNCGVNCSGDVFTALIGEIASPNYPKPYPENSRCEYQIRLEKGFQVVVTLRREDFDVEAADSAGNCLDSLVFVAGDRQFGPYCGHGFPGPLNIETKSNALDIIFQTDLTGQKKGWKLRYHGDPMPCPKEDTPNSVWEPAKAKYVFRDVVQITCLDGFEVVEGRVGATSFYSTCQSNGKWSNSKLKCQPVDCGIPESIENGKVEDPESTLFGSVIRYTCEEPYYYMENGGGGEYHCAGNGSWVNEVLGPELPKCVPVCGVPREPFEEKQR
Target sequence (P09871 438-688 limits assumed): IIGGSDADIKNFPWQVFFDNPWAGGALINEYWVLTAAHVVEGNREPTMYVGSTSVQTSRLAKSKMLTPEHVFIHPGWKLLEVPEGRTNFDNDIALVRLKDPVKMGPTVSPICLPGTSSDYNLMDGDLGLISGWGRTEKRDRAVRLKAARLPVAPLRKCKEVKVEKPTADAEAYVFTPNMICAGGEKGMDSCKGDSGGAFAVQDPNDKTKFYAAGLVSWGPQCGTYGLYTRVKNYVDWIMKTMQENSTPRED
FXIa mix inh: blocks human factor XIa in pooled compound mixtures; inhibition, % at 5 µM; actives 0.19% (n = 62,000); purified FXIa, fluorogenic substrate; P03951;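 also: each value is inhibition by a whole ten-compound pool holding the compound; 0% = enzyme with no mixture and 100% = wells lacking enzyme; strong numbers were not always called active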
CatS inh: human cathepsin S inhibition; actives 0.06% (n = 62,000); recombinant cathepsin S, AMC dipeptide fluorescence, pooled mixtures; inhibition, %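 (tested at 5 µM per compound within 10-compound mixtures)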; P25774; in the data active = inhibition above about 32%, passing the limit was not always enough;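 also: 0% = enzyme without compound and 100% = blank without enzyme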
FXIIa inh mix: factor XIIa (human) inhibition, mixture screen | purified FXIIa, fluorogenic substrate, pooled mixtures | inhibition, % at 5 µM | actives 0.2% (n = 62,000);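 also: 0% = enzyme without compound and 100% = no enzyme blank; some results filed as inactive read as strong as hits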
CatL inh: blocks human cathepsin L protease activity; P07711; purified cathepsin L, fluorogenic substrate, fluorescence; inhibition, %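 (tested at 10 µM)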; actives 0.17% (n = 58,000); in the data active = inhibition above about 45%;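 also: 0% = enzyme with no compound and 100% = no enzyme blank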
Active calls of the source: *; x = no result given. Rule as the data show it, unless noted: active = inhibition above about 20% (passing the limit was not always enough); inactive = the rest.

FXIIa inh mix	CatL inh	smiles	CatG inh	ROCK2 inh	C1s block	JNK3 blocker	CatS inh	PKA inh	FXIa mix inh
0.3	x	CNC(=O)NC1CCCc2ccccc21 (centres undefined)	-0.8	2.6	-59.0	-7.9	-0.1	4.9	-11.9
1.8	-2.0	N=c1nc(SCCC(=O)O)ss1	-8.9	-0.7	-62.3	0.6	1.3	-1.5	-7.4
4.3	-6.6	Cc1ccc(S(=O)(=O)NCCNC(=O)N2CCOCC2)cc1	-2.7	x	0.1	x	-4.0	3.1	5.6
1.6	8.9	Cc1ccc(Cl)cc1N1CCN(C(=O)C2CCN(S(=O)(=O)c3c(C)nn(C)c3C)CC2)CC1	-23.0	2.3	-29.0	-0.8	-18.0	2.8	-28.1
-7.1	-4.6	N#Cc1nc(Cc2cccc3ccccc23)oc1NCC1CCCO1 (centres undefined)	5.9	0.9	-32.6	2.3	-5.7	0.1	-13.9
0.6	-7.5	CCOC(=O)N1CCC(NC(=O)c2cc3c(-c4ccccc4F)nn(C)c3s2)CC1	9.0	-0.5	12.0	5.3	38.3	5.2	8.7
-0.9	0.1	CC(=O)/C(C(=N)N1CCN(C(c2ccccc2)c2ccccc2)CC1)=C(\C)O	10.1	9.6	3.7	2.1	-0.8	6.5	-1.0
1.8	2.9	CC(C)CC(NC(=O)C1CCC(C)CC1)C(=O)N1CCN(c2ccccn2)CC1 (centres undefined)	9.0	-4.9	7.4	-1.3	14.8	-7.0	16.7
-17.6	13.8	Cc1cc(C(=O)COC(=O)C2COc3ccccc3O2)c(C)n1CC1CCCO1 (centres undefined)	6.2	-2.2	10.8	0.9	-6.5	5.6	3.2
2.1	9.6	N#CC(C(=O)Nc1cccc(Cl)c1)=C1Nc2ccccc2N1	-0.3	6.1	5.8	4.2	6.6	5.2	4.7
8.1	0.5	O=C(C1CCN(S(=O)(=O)c2cccc3cccnc23)CC1)N1CCN(c2ccccn2)CC1	6.5	2.0	-0.4	0.3	-1.8	3.9	2.2
0.8	-1.5	CCOc1ccc(S(=O)(=O)Nc2cccnc2)cc1	-4.1	-2.5	2.5	-1.7	1.9	4.6	3.4
3.6	15.9	CN(C)c1ccnc2sc3c(=O)n(Cc4ccccc4)cnc3c12	-4.4	0.8	-41.7	1.5	-16.0	-1.0	3.9
5.1	11.0	CSc1ccc(S(=O)(=O)NCc2ccccc2Cl)cc1	4.3	10.2	-11.7	1.8	-6.9	12.5	1.3
-17.3	-3.2	Cc1cc(N2CCN(c3nc4ccccc4s3)CC2)n2ncnc2n1	-0.1	2.3	1.4	2.3	11.8	5.9	14.5
12.3	5.5	CN(C)S(=O)(=O)c1ccc(N2CCN(S(=O)(=O)c3ccc(F)cc3)CC2)c(Cl)c1	11.7	2.7	15.1	-0.3	-0.7	8.5	3.7
-3.6	-8.6	Cc1ccc(C(C)C)c(OCC(=O)Nc2ccc(Cl)cn2)c1	0.0	8.8	0.3	-7.5	-4.9	12.8	6.3
-12.7	7.2	Cc1nnc(NC(=O)NCN2C(=O)C3C4C=CC(C4)C3C2=O)s1 (centres undefined)	-1.7	5.5	0.6	0.9	8.9	5.2	5.3
5.0	-1.2	CCOc1cccc(C2C(C(=O)c3ccc(C)o3)=C(O)C(=O)N2c2nccs2)c1 (centres undefined)	10.8	x	0.7	x	-3.1	-5.0	0.0
0.3	-2.4	CCN(CC)c1ccc(NC(=O)CN2CCN(CC(=O)Nc3ccccc3F)CC2)cc1	12.1	2.5	7.2	-8.2	-5.0	2.5	-1.1
12.9	24.6	COCCN1Cc2cccc(C(=O)Nc3cc(C)cc(C)c3)c2C1=O	-1.3	0.8	-15.8	2.2	11.1	9.2	-0.4
3.2	-17.3	CC(C)N(C(=O)Nc1ccc2nccnc2c1)C(C)C	-12.0	5.3	-75.8	4.1	-3.2	3.9	2.8
2.2	-1.4	CSCCC(C(=O)Nc1ccc2c(c1)OCO2)N1C(=O)c2ccccc2C1=O (centres undefined)	11.1	x	18.9	x	4.0	-1.9	6.4
-14.4	5.1	Cc1ccc(C)c(NC(=O)CCn2nc(C)cc2C)c1	-1.6	2.0	-26.6	6.5	15.9	-0.1	3.8
-18.5	x	CCOC(=O)c1cc2oc(C(c3nnnn3C3CCCCC3)N3CCOCC3)cc2[nH]1 (centres undefined)	-9.7	x	-30.1	x	5.0	3.3	2.2
-15.2	11.5	NC(=O)C1CCN(Cc2nc(-c3ccccc3)no2)CC1	-1.0	2.2	-20.0	3.7	-2.4	-2.0	5.2
8.0	21.7	Nc1nc(-c2cccnc2)nc(N2CCCCC2)n1	2.5	6.5	-46.5	0.7	-5.4	10.0	-7.6
5.4	11.2	Cc1nc(SC(C)C)[nH]c(=O)c1Cc1ccccc1	12.3	4.3	17.8	1.9	4.7	5.4	3.0
-16.2	-4.7	Cc1onc(-c2ccccc2)c1C(=O)Nc1ccccc1C#N	-1.9	-2.3	-2.4	-0.6	-5.9	5.0	13.3
3.0	2.2	CC(=O)OC(Cn1nc(C)cc1C)c1ccccc1 (centres undefined)	5.1	0.0	-0.2	0.9	1.1	0.5	5.9
3.9	15.7	CS(=O)(=O)N(CC(=O)NCCSCc1cccc(Cl)c1)c1ccc2c(c1)OCO2	-17.5	6.1	-10.0	1.7	11.0	3.5	-1.0
1.7	17.3	CC1CCCN(c2nc3c(c(=O)n(C)c(=O)n3C)n2Cc2ccccc2)C1 (centres undefined)	0.9	x	-21.6	x	3.9	6.2	-0.9
-19.5	-7.3	COC(=O)c1c(-c2ccco2)csc1NC(=O)C1CC=CCC1C(=O)O (centres undefined)	8.3	1.9	13.8	7.8	-6.5	2.1	5.1
7.3	8.6	CCn1c(=O)cc(SCC(=O)Nc2ccc3c(c2)OCCO3)c2ccccc21	7.2	4.0	1.1	-1.5	14.8	2.7	-2.8
1.5	3.7	Nc1nc2n(n1)C1(CCCCC1)C1=C(CCCC1)N2	-8.0	-0.9	-19.9	-1.8	12.5	3.3	0.5
3.6	-8.7	O=C(c1ccc(F)cc1)C1CCN(C(=O)NCc2ccccc2)CC1	-8.4	2.6	-121.2	-1.1	-17.7	13.8	-28.9
-5.2	-4.5	O=C(CN(CCO)c1ccccc1)NC12CC3CC(CC(C3)C1)C2	-2.5	-9.0	1.4	-1.9	-4.3	11.7	-1.5
-0.8	8.2	COc1ccc(Br)cc1C1NC(=O)c2c(sc3c2CCN(C)C3)N1 (centres undefined)	4.4	-1.4	-0.8	-5.6	-3.3	-11.5	-1.3
-11.9	5.3	CCOc1ccccc1NC(=O)CCN1CCN(S(=O)(=O)c2ccc(Br)cc2)CC1	3.8	5.9	-45.7	-0.8	1.8	6.7	-14.0
7.4	x	O=C1Nc2ccccc2OC1CC(=O)N1CCOCC1 (centres undefined)	9.5	3.6	4.1	5.5	6.0	0.3	4.5
4.6	3.8	O=C(NCc1cccs1)C1CCC(CNS(=O)(=O)c2cccs2)CC1 (centres undefined)	0.7	x	-14.3	x	2.1	9.6	1.6
0.2	x	CCN(CCNC(=O)CN1CCN(Cc2ccc(Cl)cc2)C1=O)c1ccccc1	2.6	x	-43.9	x	3.3	7.8	-13.9
7.5	2.5	O=C(NCCc1ccncc1)Nc1ccccc1	-5.0	3.6	-76.6	4.8	-29.1	5.6	-5.2
-2.1	-0.6	CCN1C(=O)c2cccc3c(S(=O)(=O)Nc4c(C)n(C)n(-c5ccccc5)c4=O)ccc1c23	8.0	-5.3	10.2	-0.9	-5.9	-3.0	4.7
-15.6	-96.7	Cc1cccc(S(=O)(=O)C(C#N)c2nc3ccccc3nc2N2CCCC2)c1 (centres undefined)	-11.0	-2.9	-7.4	-3.8	34.7	-1.0	2.6
4.2	4.9	Cc1ccc(S(=O)(=O)NCCCN(C)C)cc1	-0.1	3.0	-1.7	14.0	-2.3	6.9	7.8
11.3	8.8	CCN(CC)CCN1C(=O)C(=O)/C(=C(/O)c2cnn(-c3ccccc3)c2C)C1c1cccnc1 (centres undefined)	7.1	7.3	2.0	-1.6	11.1	4.9	-3.8
7.1	15.6	Nc1nc(-c2ccco2)nc(N2CCCCC2)n1	9.2	0.3	11.1	10.1	-10.3	-4.7	3.3
1.8	18.8	Cc1cccc(NC(=O)C2CCN(c3nccc(C)n3)CC2)c1	-9.6	-1.5	-34.3	2.3	-3.5	10.1	-0.4
2.8	7.5	COc1ccc(NCc2nnc(SCC(=O)N3CCCc4ccccc43)o2)cc1	9.5	1.3	16.6	6.2	-0.4	-4.1	6.2

Quoted at random: 2 entries already listed.
FXIIa inh mix	CatL inh	smiles	CatG inh	ROCK2 inh	C1s block	JNK3 blocker	CatS inh	PKA inh	FXIa mix inh
0.2	x	CCN(CCNC(=O)CN1CCN(Cc2ccc(Cl)cc2)C1=O)c1ccccc1	2.6	x	-43.9	x	3.3	7.8	-13.9
-15.6	-96.7	Cc1cccc(S(=O)(=O)C(C#N)c2nc3ccccc3nc2N2CCCC2)c1 (centres undefined)	-11.0	-2.9	-7.4	-3.8	34.7	-1.0	2.6

The results go on:
FXIIa inh mix	CatL inh	smiles	CatG inh	ROCK2 inh	C1s block	JNK3 blocker	CatS inh	PKA inh	FXIa mix inh
19.9	-5.3	O=C(CSc1nnnn1C1CCCC1)N1CCN(C(=O)c2ccco2)CC1	9.0	-2.3	10.0	-13.4	-10.8	-2.9	8.5
5.9	34.5	CC1CC(C)CN(c2ncc3c(n2)CC(c2ccccc2)CC3=O)C1 (centres undefined)	0.3	-1.1	-7.8	-9.2	9.2	0.5	2.9
5.3	5.8	O=C(Nc1cccc(-c2nnn(CC(=O)N3CCc4ccccc4C3)n2)c1)C1CCC1	-0.5	x	-11.5	x	15.7	-2.6	7.6
5.0	-65.2	Cc1nn(-c2ccccn2)c2c1C(c1ccsc1)C1=C(CCCC1=O)N2 (centres undefined)	4.5	-2.3	-16.9	0.3	-9.0	-2.7	2.3
9.2	11.4	Cc1noc(C)c1COc1ccc(C(=O)OCC(=O)N2CC3(C)CC2CC(C)(C)C3)cc1 (centres undefined)	18.4	1.7	16.6	2.2	9.1	5.8	18.2
15.1	1.6	COCn1c(-c2ccccc2)nc2ccccc21	-5.7	4.0	-44.2	6.0	0.8	2.5	-21.4
-3.1	-6.7	CC(=O)c1c(N2CCN(Cc3ccccc3)CC2)[nH]c(-c2ccccc2)nc1=S	-14.4	6.4	-118.1	4.0	-46.2	9.0	-20.6
-5.3	x	Cc1ccc(N2C(=O)c3oc4ccccc4c(=O)c3C2c2cccnc2)nc1 (centres undefined)	10.5	3.5	7.1	1.3	10.7	4.6	3.5
14.6	2.9	C=CCn1c(-c2ccc(OC)cc2)nc2ccccc21	8.8	-0.8	8.3	3.5	0.0	-4.6	10.5
-12.5	-1.2	O=C(NCc1ccc2c(c1)OCO2)c1cc(-n2cnnc2)ccc1Cl	0.9	9.6	0.6	5.2	-0.2	9.7	-2.7

The last 4 entries of the section above are carried over, then new ones follow.
FXIIa inh mix	CatL inh	smiles	CatG inh	ROCK2 inh	C1s block	JNK3 blocker	CatS inh	PKA inh	FXIa mix inh
-3.1	-6.7	CC(=O)c1c(N2CCN(Cc3ccccc3)CC2)[nH]c(-c2ccccc2)nc1=S	-14.4	6.4	-118.1	4.0	-46.2	9.0	-20.6
-5.3	x	Cc1ccc(N2C(=O)c3oc4ccccc4c(=O)c3C2c2cccnc2)nc1 (centres undefined)	10.5	3.5	7.1	1.3	10.7	4.6	3.5
14.6	2.9	C=CCn1c(-c2ccc(OC)cc2)nc2ccccc21	8.8	-0.8	8.3	3.5	0.0	-4.6	10.5
-12.5	-1.2	O=C(NCc1ccc2c(c1)OCO2)c1cc(-n2cnnc2)ccc1Cl	0.9	9.6	0.6	5.2	-0.2	9.7	-2.7
2.6	1.0	OC(CNc1nc2ccccc2s1)c1ccccc1 (centres undefined)	1.3	1.8	0.6	-4.7	-2.6	-10.3	6.8
4.3	-11.2	CSc1nnc(-c2ccccc2)o1	0.7	5.1	2.4	-7.9	-6.7	-1.3	7.8
1.2	-2.3	Cc1ccnc(N2C(=O)c3ccccc3C2Nc2ccc3c(c2)OCCO3)c1 (centres undefined)	-1.4	5.0	-33.6	-1.2	1.4	2.1	5.8
5.5	-5.1	CSCC[C@H](NC(=O)OC(C)(C)C)c1nnc(SCc2ccccc2)o1	-9.3	-2.3	-11.9	-7.0	-6.1	0.3	-2.9
